Source: PubChem BioAssay
TRHR ag: activates the human TRH receptor. TRHR cells, calcium flux fluo-8, FDSS agonist mode. P34981. AID 493084. activation, % at 2 µM. 360,000 tested, 0.18% active; in the data active means activation above about 30%; further: 0% is about no effect
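Agonist-mode FDSS calcium read (Ex 480/Em 530, 1 s cycles) in 1536-well TRHR cells with fluo-8 dye, after 10-cycle baseline and 23 nL compound addition; TRH at EC20 (10 nM final) added afterwards for the enhancer phase.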
Pol kappa inh: blocks human DNA polymerase kappa activity. Q9UBT6. purified Pol kappa, fluorescent DNA synthesis assay, 10 min. Potency, µM (top dose mostly 107 µM), for inactives: at the highest dose activity, negative = inhibition, most hits filed as inhibitors. 400,000 tested, 0.53% active. AID 588579; further: potency means the concentration at half of the fitted maximal effect; on the % scale 0 is the no-effect control and ±100 the full control effect
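Activity was followed as the change in fluorescence between reads at 0 and 10 min after starting the reaction with 50 nM substrate. Beforehand, 10 nM polymerase had been preincubated with compound for 15 min at room temperature.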
Apoferritin bind: candidate novel general anesthetic via apoferritin binding; P02791; apoferritin/1-aminoanthracene competitive binding, fluorescence; Potency, µM (doses to about 77.5 µM), inactives show at the top dose activity change, negative = displacement, actives largely listed as inhibitors; 350,000 tested, 0.074% active; AID 485281; further: potency means the concentration at half of the fitted maximal effect; on the % scale 0 is the no-effect control and ±100 the full control effect; nearly all actives have a fitted effect of over 20% in size
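10 uM apoferritin + 50% sat. 1-AMA, PBS; cpd 10 min RT; Ex380/Em535 endpoint; normalized to free probe vs complex; 4-param Hill fit; propofol titration as pos. ctrl.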
12-LOX inh: inhibitors of human 12S-lipoxygenase ALOX12 | P18054 | purified 12hLO, xylenol orange hydroperoxide absorbance | Potency, µM (highest dose often 108 µM), for the others: at the highest dose activity change, negative = inhibition, hits mostly inhibitors | 580,000 tested, 1.1% active | AID 1671190; further: potency means the concentration at half of the fitted maximal effect; on the % scale 0 is the no-effect control and ±100 the full control effect
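Purified human 12hLO (150 nM final) in 25 mM Hepes, 0.01% Triton X-100, pH 7.0 was preincubated 15 min at room temperature with compound. Then 40 uM arachidonic acid was added, 30 min. Hydroperoxide was read by Fe-XO absorbance ratio 573/405 nm.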
ERG Ets-DNA blk: inhibitors of human ERG Ets domain-DNA interaction. 370,000 tested, 0.028% active. P11308. fluorescence polarization, His-ERG Ets domain / labelled DNA. Potency, µM (highest dose often 76.9 µM), without a hit: top-dose FP activity, negative = inhibition, usual class: inhibitors; active means well fitted inhibition curve with a large enough effect in the polarisation, with a control signal flat; inconclusive means small, poorly fitted or top-dose-only effect, or effect the other way, or a change in a side signal; inactive means no such curve, though single readings can be large or run the other way; the % refers to the polarisation;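 further: polarization taken with two DNA probes labelled with fluorescein and Texas red; potency means the concentration at half of the fitted maximal effect; % of control where 0% means no effect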
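His-tagged ERG Ets domain (1 uM in the protein solution; 300mM KCl, 50mM Tris-HCl, 1mM EDTA, 1mM DTT, pH 7.5) received compound, then a probe mix of 5 nM fluorescein-DNA and 100nM Texas-615-DNA. Fluorescence polarization was read for both dyes.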
APE1 inh: inhibitors of human APE1 endonuclease; P27695; recombinant APE1, TAMRA/BHQ-2 abasic DNA cleavage fluorescence; Potency, µM (titrated, usually from 65.8 µM), inactives show at the top dose activity change, negative = inhibition, actives largely listed as inhibitors; 350,000 tested, 0.35% active;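 further: potency means the concentration at half of the fitted maximal effect; plate controls were vehicle for no effect and reference inhibitor for full effect; nearly all actives have a fitted effect of over 55% in size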
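Readout is kinetic fluorescence (ex 525, em 598 nm) from cleavage of 50 nM TAMRA/BHQ-2 THF abasic duplex by 0.75 nM APE1, compound added 15 min beforehand at RT.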
BLM helicase inh: Bloom syndrome helicase (human) inhibition. P54132. recombinant BLM DNA unwinding, fluorescence dequenching. Potency, µM (doses to about 56.1 µM), inactives show at the highest dose activity change, negative = inhibition, usual class: inhibitors. 350,000 tested, 0.2% active. AID 2528;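 further: potency means the concentration at half of the fitted maximal effect; plate controls were vehicle for no effect and no enzyme for full effect; nearly all actives have a fitted effect of over 35% in size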
Target sequence (P54132 whole entry, looked up): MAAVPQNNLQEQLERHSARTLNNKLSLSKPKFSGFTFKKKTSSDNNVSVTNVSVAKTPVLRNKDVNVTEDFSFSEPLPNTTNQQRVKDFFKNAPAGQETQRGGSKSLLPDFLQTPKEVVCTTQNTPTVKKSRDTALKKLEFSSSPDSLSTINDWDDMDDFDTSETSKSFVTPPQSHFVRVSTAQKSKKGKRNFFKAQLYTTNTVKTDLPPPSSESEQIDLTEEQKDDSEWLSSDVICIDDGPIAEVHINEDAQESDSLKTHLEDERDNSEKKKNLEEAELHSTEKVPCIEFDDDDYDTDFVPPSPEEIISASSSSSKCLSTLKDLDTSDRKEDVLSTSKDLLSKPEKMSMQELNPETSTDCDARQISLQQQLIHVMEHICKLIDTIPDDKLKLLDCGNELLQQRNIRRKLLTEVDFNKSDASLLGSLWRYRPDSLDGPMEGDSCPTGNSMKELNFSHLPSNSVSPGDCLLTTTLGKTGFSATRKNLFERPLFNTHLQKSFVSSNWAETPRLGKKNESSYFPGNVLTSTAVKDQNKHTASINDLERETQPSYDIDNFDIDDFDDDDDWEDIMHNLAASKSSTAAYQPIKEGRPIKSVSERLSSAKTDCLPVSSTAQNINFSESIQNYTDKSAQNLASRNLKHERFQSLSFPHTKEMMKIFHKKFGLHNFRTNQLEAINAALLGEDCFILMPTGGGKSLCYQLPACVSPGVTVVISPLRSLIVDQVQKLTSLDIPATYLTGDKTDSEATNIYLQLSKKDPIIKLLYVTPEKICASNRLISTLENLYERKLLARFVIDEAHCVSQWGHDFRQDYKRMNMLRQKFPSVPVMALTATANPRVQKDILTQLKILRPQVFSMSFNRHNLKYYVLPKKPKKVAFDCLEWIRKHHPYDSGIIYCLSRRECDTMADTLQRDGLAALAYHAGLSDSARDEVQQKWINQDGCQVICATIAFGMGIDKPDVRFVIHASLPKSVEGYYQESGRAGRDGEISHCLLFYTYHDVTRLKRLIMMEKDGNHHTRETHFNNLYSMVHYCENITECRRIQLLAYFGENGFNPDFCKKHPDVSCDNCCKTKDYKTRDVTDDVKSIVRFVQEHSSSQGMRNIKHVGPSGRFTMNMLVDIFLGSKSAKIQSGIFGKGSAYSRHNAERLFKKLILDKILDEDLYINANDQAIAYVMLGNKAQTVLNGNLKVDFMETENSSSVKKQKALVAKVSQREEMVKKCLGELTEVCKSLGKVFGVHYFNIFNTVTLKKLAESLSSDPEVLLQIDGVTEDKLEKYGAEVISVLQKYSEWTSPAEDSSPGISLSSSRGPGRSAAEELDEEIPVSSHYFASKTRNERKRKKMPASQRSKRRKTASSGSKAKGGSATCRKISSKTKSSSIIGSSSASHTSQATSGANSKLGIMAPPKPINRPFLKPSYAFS
POLI inh: DNA polymerase iota (human) inhibition; Q9UNA4; Pol iota fluorescent replication assay, 10 min; Potency, µM (titrated, usually from 115 µM), for the others: at the highest dose activity, negative = inhibition, hits mostly inhibitors; 390,000 tested, 1% active; further: potency means the concentration at half of the fitted maximal effect
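Pol iota at 10 nM preincubated 15 min with compounds at room temperature; reaction started with fluorescent substrate, 50 nM final. Fluorescence read kinetically at 0 and 10 min; buffer-only wells as negative control.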
Pol beta inh: blocks human DNA polymerase beta activity | Pol beta primer extension/strand displacement, fluorescence kinetic | P06746 | Potency, µM (top dose mostly 114 µM), for inactives: top-dose activity change, negative = inhibition, actives largely listed as inhibitors | 340,000 tested, 1.3% active; further: potency means the concentration at half of the fitted maximal effect; on the % scale 0 is the no-effect control and ±100 the full control effect
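Pol beta (10 nM) and compounds were preincubated 15 min at room temperature, then 50 nM substrate (final) started primer extension/strand displacement. Reads were taken at 0 and 10 min; concentration-response data were fitted to a four-parameter Hill equation.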
Numbers without * were called inactive; ? = inconclusive; nt = no result given; [ ] = another dose, or the depositor's remark. Unless noted, the call rests on the fitted dose curve; in most records, active means well fitted curve in the direction sought with a large enough effect; inconclusive means small, poorly fitted or top-dose-only effect, or another doubt; inactive means no such curve, though single readings can be large; an effect the other way counts as inactive or inconclusive. The list is partial, so the mix of outcomes need not match the whole.

The first 2 entries, ahead of the listing:
SMILES	TRHR ag	Pol kappa inh	Apoferritin bind	12-LOX inh	ERG Ets-DNA blk	APE1 inh	BLM helicase inh	POLI inh	Pol beta inh
O=C(COC(=O)C1CCN(C(=O)c2ccc(Cl)cc2)CC1)NC1CCS(=O)(=O)C1 (stereo not drawn)	0.9	-17.2%	-3.4%	-2.6%	2.5%	1.4%	2.0%	0.4%	-11.3%
O=C(CCCN1C(=O)/C(=C/c2ccccc2Cl)SC1=S)NNC(=O)c1ccc(Cl)cc1Cl	0.8	3.7%	1.8%	2.1%	2.3%	-2.5%	-4.5%	-8.0%	-11.5%

All compounds of this part, from the first entry:
SMILES	TRHR ag	Pol kappa inh	Apoferritin bind	12-LOX inh	ERG Ets-DNA blk	APE1 inh	BLM helicase inh	POLI inh	Pol beta inh
O=C(COC(=O)C1CCN(C(=O)c2ccc(Cl)cc2)CC1)NC1CCS(=O)(=O)C1 (stereo not drawn)	0.9	-17.2%	-3.4%	-2.6%	2.5%	1.4%	2.0%	0.4%	-11.3%
O=C(CCCN1C(=O)/C(=C/c2ccccc2Cl)SC1=S)NNC(=O)c1ccc(Cl)cc1Cl	0.8	3.7%	1.8%	2.1%	2.3%	-2.5%	-4.5%	-8.0%	-11.5%
Cc1ccc2nc(SCC(=O)OCc3ccccc3)nc(=O)n2c1	0.1	-2.8%	nt	-28.3%	1.6%	33.9%	nt	-22.3%	nt
COc1cccc(Cn2c(=O)c(-c3cccs3)nc3cnc(N4CCOCC4)nc32)c1	nt	-8.7%[60.1 µM]	nt	?	nt	11.0%	-9.5%	nt	nt
CN1CCN(C(=O)c2ccccc2-c2nc(-c3ccccc3)no2)CC1	-0.2	-7.5%	-6.2%	0.0%	7.5%	1.5%	0.2%	19.2%	1.0%
CCN1CCN(c2cc(C)c3cc(NC(=O)c4cccnc4Cl)ccc3n2)CC1	0.1	-25.4%	7.5%	0.0%	-9.6%	3.3%	-3.2%	51.5%[activator]	-4.8%
CC/C=C/C(=O)N1CC2(CC(c3cccc(NC(=O)COc4ccc(Cl)cc4)c3)=NO2)C[C@H]1C(N)=O (stereo partly drawn)	-1.3	-11.3%	-7.3%	-6.2%	-13.2%	0.8%	-7.8%	?	-1.8%
COc1cc(/C=C2\C(=N)N3N=C(S(C)(=O)=O)SC3=NC2=O)cc(OC)c1OCCOc1cccc(C)c1	0.4	-7.6%	-15.7%	0.0%	2.3%	4.3%	-9.3%	93.2%[activator]	?
Cc1csc(NC(=O)c2c(-c3c(Cl)cccc3Cl)noc2C)n1	-0.3	-4.2%	-7.8%	0.0%	0.3%	10.5%	-12.4%	2.9%	10.9%
O=C(COc1ccccc1[N+](=O)[O-])N(Cc1ccccc1)c1ccccn1	-0.2	-13.4%	-13.1%	-1.3%	4.6%	-4.0%	-2.0%	4.0%	-19.2%
CCOc1ccc(C(=O)O)cc1OC	nt	-15.2%	-12.2%	0.0%	-3.4%	3.1%	-0.6%	-4.3%	37.1%
CC1CCC2C(=O)N(c3ccc(C(=O)Oc4cccc5cccnc45)cc3)C(=O)C2C1 (stereo not drawn)	-0.6	-5.6%	?	-12.1%	-30.0%	2.6%	-6.6%	107.8%[activator]	3.1%[57.1 µM]
COc1ccccc1Nc1cc(C(=O)NCc2cccs2)c2ccccc2n1	0.2	-12.6%	92.7%[activator]	?	-7.1%	nt	-2.1%	-16.1%	-26.4%
Cc1ccc(N(CC(O)CN2CCCCC2)S(=O)(=O)c2ccccc2)cc1 (stereo not drawn)	1.6	-2.8%	-5.8%	-25.6%	-3.4%	51.6%	-4.9%	-3.2%	47.3%
O=C(CN1C(=O)NC2(CCCC2)C1=O)Nc1cc(C(F)(F)F)ccc1N1CCCCC1	4.6	-19.3%	nt	-7.7%	0.0%	0.5%	nt	1.3%	nt
CC1(OC(=O)CCc2ccccc2)C(=O)C=C2C=C(c3ccc(C#N)cc3)N(Cc3ccccc3)C=C2C1=O (stereo not drawn)	0.4	-9.0%	-8.0%	-15.8%	-8.6%	?	-2.0%[12.4 µM]	24.0%	-0.5%
CCC(=O)c1ccc(OCC(=O)OCC(=O)Nc2cccc(S(=O)(=O)N3CCOCC3)c2)cc1	nt	-2.9%	nt	-0.1%	-7.5%	nt	nt	14.3%	nt
CCC(CO)Oc1cc(NCc2ccc(C)c(C)c2)c2ncn(C(C)C)c2c1 (stereo not drawn)	nt	5.4%	nt	0.9%	-0.9%	-3.5%	nt	11.3%	nt
CN1CCN(C2=Cc3cc(Cl)ccc3Sc3cc(F)ccc32)CC1	0.3	-8.3%	-20.0%	?	-16.5%	-5.6%	-7.5%	8.3%	2.5%
COC(=O)COc1ccc(C2C(C(=O)OC)=C(C)NC3=C2C(=O)c2ccccc23)cc1OC (stereo not drawn)	-0.7	-15.3%	?	-29.5%	0.0%	nt	-13.5%	11.3%	-11.5%
CCOc1ccc(N(Cc2cc3cc(C)ccc3[nH]c2=O)C(=O)c2cccc(Cl)c2)cc1	0.5	15.7%	-5.4%	-21.6%	-6.2%	nt	0.6%	33.9%	14.4%
COc1cccc(C2CC(=O)N(c3ccc(F)cc3)C3=C2C(=O)OC3)c1OC (stereo not drawn)	-3.9	3.1%	-17.4%	-9.0%	2.0%	nt	1.4%	?	23.4%
COc1cc2c(cc1OC)C1=C(C#N)CC/C(=N\S(=O)(=O)c3cccc(Cl)c3)N1CC2	0.9	-24.5%	-4.5%	-26.1%	-6.3%	-2.3%	-9.2%	4.2%	3.2%
COCCCn1cnnc1SCC(=O)Nc1ccc(S(=O)(=O)N2CCCC2)cc1	-0.4	-9.9%	-15.0%	-20.9%	-6.1%	-0.8%	0.0%	17.9%	-10.6%
CCCn1c2c(c(O)c(C(=O)Nc3nc4ccccc4s3)c1=O)CCCC2	0.3	-0.1%	-3.8%	130.5%[activator]	0.7%	-1.1%	-2.5%	96.6%[activator]	-8.2%
O=C(Nc1ccc(S(=O)(=O)Nc2ccccn2)cc1)c1cccc([N+](=O)[O-])c1	0.4	-1.9%	-0.8%	0.0%	-9.4%	18.0%	-1.9%	13.1%	14.4%
Cc1ccc(-n2nc(C)c3c(C)cc(=O)n(CC(=O)NC(C)C)c32)cc1	0.0	39.2%	3.1%	3.4%	-8.2%	nt	-2.0%	27.3%	34.0%
COc1ccc(N2C(=O)CC(N(Cc3ccc(S(N)(=O)=O)cc3)C(C)=O)C2=O)cc1 (stereo not drawn)	0.4	-5.9%	2.3%	?	4.8%	-5.5%	-18.0%	6.7%	-1.7%
CC(=O)Nc1ccc(S(=O)(=O)c2ccc([N+](=O)[O-])cc2)cc1	1.3	-2.0%	4.4%	-2.3%	-8.2%	65.0%[activator]	-5.5%	0.3%	-16.3%
CCCOc1cccc(C(=O)Nc2cccnc2)c1	-0.8	-7.3%	-7.7%	1.3%	nt	-2.7%	0.4%	-21.0%	1.1%
O=C(COc1ccc(F)c(Cl)c1)N1CCN(c2ccccn2)CC1	-0.2	-2.4%	-4.9%	?	6.7%	19.0%	-6.4%	24.6%	-0.4%
Cc1nn(CC2CCCCC2)c(N)c1-c1ccccc1	-1.4	-4.9%	?	0.0%	-9.8%	-1.9%	-5.3%	-6.5%	-16.9%
COc1ccc2ccccc2c1CNCc1ccccn1	-0.1	-1.3%	-6.5%	6.4%	-1.5%	-1.5%	0.6%	4.5%	7.5%
Cc1ccc(Nc2nc(-c3sc(NC(=O)c4ccco4)nc3C)cs2)cc1	0.5	-2.6%	-20.8%	-18.9%	1.9%	-7.8%	-9.7%	18.0%	-16.3%
CC1(C)CC(=O)C=C(c2cccs2)C1	nt	-2.8%	nt	-10.9%	-4.8%	nt	nt	3.4%	nt
CCCCNC(=O)c1cc2c(=O)n3cccc(C)c3nc2n(CCN2CCOCC2)c1=N	-1.0	-11.3%	60.4%[activator]	127.0%[activator]	-4.3%	-3.0%	-3.2%	25.2%	-18.7%
CC(NC(=O)CCSc1nc(-c2ccc3c(c2)OCO3)cc(C(F)(F)F)n1)c1ccccc1 (stereo not drawn)	1.9	-27.9%	-9.2%	-19.8%	1.7%	2.7%	3.3%	13.5%	?
CC(=O)N(Cc1cccs1)Cc1cc2cc(C)c(C)cc2nc1Cl	-2.1	-8.3%	-21.0%	-3.2%	2.7%	5.7%	-4.3%	43.3%[activator]	8.2%
COc1ccc(NC(=O)N2CCCc3cc(C)ccc32)c(OC)c1	-0.5	13.4%	-11.1%	-2.5%	0.5%	10.9%	-5.8%	4.7%	22.6%
O=C(CSc1nccn1Cc1ccccc1)NCc1ccco1	-0.7	0.1%[60.1 µM]	-22.8%	-21.3%	-2.6%	nt	-7.8%	?	28.2µM*
CCOC(=O)c1cnc2ccc(OCC)cc2c1N1CCN(c2ccccc2F)CC1	-3.8	6.6%	?	-15.3%	8.5%	nt	-7.2%	?	20.9%
O=C(Nc1nc2c(s1)CCCC2)c1ccc(S(=O)(=O)N2CCCc3ccccc32)cc1	0.0	-8.0%	-4.9%	-23.4%	2.6%	-3.1%	-6.2%	-13.4%	-20.6%
CCc1cc(=O)oc2c(C)c(OC(C)C(=O)N3CC[C@@]4(O)CCCC[C@H]4C3)ccc12 (stereo partly drawn)	-0.1	11.0%	-6.8%	0.9%	7.6%	23.5%	-1.0%	-8.6%	5.4%
Cc1cc(C)nc(-n2nc(C)c3c(C)c(C)c(C)nc32)n1	0.5	nt	-8.7%	nt	nt	15.6%	-2.0%	nt	30.3%
O=C(NCN1CCN(c2ccccc2F)CC1)c1ccccc1	-0.6	-4.7%	-6.4%	-20.5%	1.6%	-0.8%	0.3%	42.1%[activator]	10.2%
